SRC3 TRFRET art: flags TR-FRET format artefacts in PPARgamma SRC-3 recruitment agonist screen; TR-FRET artefact counter-screen, PPARgamma/SRC-3 format; hits give high values; TR-FRET ratio at 8 µM; actives 0.39% (n = 99,000); AID 1048; in the data active = TR-FRET ratio above about 2000; also: inactives centre near 1600; reference of the scale not given here
SRC1 TRFRET art: counter-screen for PPARgamma SRC-1 recruitment agonists: TR-FRET artefact. AID 1051. TR-FRET detection artefact counter-screen, emission ratio; hits give high values. TR-FRET ratio at 8 µM. actives 0.34% (n = 99,000); in the data active = TR-FRET ratio above about 2300; also: inactives centre near 1800; reference of the scale not given here
* = called active by the depositor.

SMILES	SRC3 TRFRET art	SRC1 TRFRET art
C=CCNc1ncnc2c1cnn2-c1ccc(Cl)cc1	1607	1878
COc1ccccc1Oc1ncnc2c1cnn2-c1ccccc1	1677	1700
Cc1nn(CC(C)C)c(=S)[nH]c1=O	1686	1996
CC(C)c1nnc(NC(=O)Cc2cccs2)s1	1244	1471
COc1cccc(S(=O)(=O)Nc2ccc(C(=O)Nc3ccncc3)cc2)c1	1435	1853
CCOC(=O)c1c(C(=O)OCC)c(C)n(N2C(=O)CSC2=S)c1C	1388	1923
O=C(Nc1cccc(C(F)(F)F)c1)c1cccc(NS(=O)(=O)c2ccc(Br)c(C(=O)O)c2)c1	1699	1911
Cc1cc(C)cc(C(=O)Nc2ccc(NC(=O)Cc3ccccc3)cc2)c1	1422	1574
CCN1CCN(CC(=O)N2N=C(c3cccs3)CC2c2ccc(F)cc2)C(=O)C1=O (stereo unspecified)	1509	1925
O=C(CCNC(=O)c1ccc([N+](=O)[O-])cc1)N/N=C/c1ccc(F)cc1	1574	1804
CN(C)c1cccc(C(=O)OCC(=O)N(Cc2ccccc2)C2CCS(=O)(=O)C2)c1 (stereo unspecified)	1721	2159
CCCN(CC(=O)Nc1ccc(C)cc1Br)CC(=O)Nc1ccc(F)c(F)c1F	1531	1632
CCn1c2ccccc2c2cc(NC(=O)COC(=O)c3ccccc3O)ccc21	1598	1925
Cn1c(=O)n(C)c2cc(NC(=O)c3cccc([N+](=O)[O-])c3)c(Br)cc21	1621	1725
CC(=O)Nc1ccc(C(=O)NN2C(=O)c3ccccc3C2=O)cc1	1452	1649
CCOC(=O)C1(Cc2ccccc2)CCN(Cc2cnn(-c3ccccc3)c2)CC1	1670	1504
Cc1cccc(C)c1OCc1n[nH]c(=S)n1N	1459	1688
CCCCCCOc1ccc(C(=O)NCCCn2ccnc2)cc1	1564	1947
Cn1c(SCc2ccc(Cl)cc2)nnc1C1CC1	1810	2134
O=C(O)c1ccc(C2SCC(=O)N2Cc2ccco2)cc1 (stereo unspecified)	1426	1690
CN1CCN(C(=O)C2=C[C@H](C(C)(C)C)C[C@H](OCCCCO)O2)CC1	1374	1713
CCc1ccc(NS(=O)(=O)c2ccc3[nH]cc(C(=O)N4CCc5ccccc54)c(=O)c3c2)cc1	1559	1792
O=C(Nc1ccccc1)/C(=C/c1cccc(Br)c1)NC(=O)c1ccco1	1509	1803
CCOC(=O)C1=C(O)/C(=C/c2ccc(OCC(=O)O)c(OC)c2)SC1=Nc1ccc(OCC)cc1	1529	1729
CCc1cccc(CC)c1NC(=O)COC(=O)CCc1cc(OC)c(OC)c(OC)c1	1446	2031
CC(=O)CC(=O)Nc1nc(C)cc(C)n1	1638	1800
COc1cccc(N=CC2=C(O)CCCC2=O)c1	1514	1959
CC(C)C/C(O)=C/c1nc2cc(Cl)ccc2oc1=O	1522	1618
CCC1=NN2C(=N)/C(=C\c3cccn3-c3ccc(C)cc3C)C(=O)N=C2S1	1445	1486
O=C1C(NS(=O)(=O)c2ccc(Cl)cc2)=C(N2CCCCC2)C(=O)c2ccccc21	1633	1922

Next section; the last 2 above are carried over.
SMILES	SRC3 TRFRET art	SRC1 TRFRET art
CCC1=NN2C(=N)/C(=C\c3cccn3-c3ccc(C)cc3C)C(=O)N=C2S1	1445	1486
O=C1C(NS(=O)(=O)c2ccc(Cl)cc2)=C(N2CCCCC2)C(=O)c2ccccc21	1633	1922
COc1ccc(CNC(=O)c2cc(COc3c(F)cccc3F)on2)cc1OC	1589	1715
Clc1ncnc2scc(-c3ccc(Br)cc3)c12	1658	1910
CC(=O)c1c(-c2ccc(Cl)cc2)c2ccccc2[nH]c1=O	1743	1580
COC(=O)Cc1ccc(N(Cc2ccccc2F)S(=O)(=O)c2ccc(C)cc2)cc1	1509	1813
CCOC(=O)CSC(=S)NC(=O)c1ccc(OC)cc1	2008	2487*
Cc1ccc(CNC(=O)CN(CCc2ccccc2)S(C)(=O)=O)cc1	1634	1787
CCOC(=O)c1c(NC(=O)C(C)S(=O)(=O)c2cn(CC)c3ccccc23)sc2c1CCCC2 (stereo unspecified)	1574	1710
CCC(=O)Nc1ccc(C(=O)NNC(=O)COc2cc(C)ccc2C)cc1	2003	1616
Cc1cc(Br)ccc1SCC(=O)OCC(=O)NC(C)c1ccccc1 (stereo unspecified)	1669	1755
Cc1ccc(NC(=O)[C@@H]2CCCN2S(=O)(=O)c2ccccc2F)cc1S(=O)(=O)N1CCOCC1	1491	1775
COc1ccc(-c2nnc3sc(COc4ccccc4)nn23)cc1	1401	1697
COc1cc(CNCc2ccccc2)c(Br)cc1OC1CCCC1	1529	1531
COc1ccc(OC)c(S(=O)(=O)NCCC(C)C)c1	1555	1753
CC(=O)C1C(=O)C=C(c2cccs2)CC1c1ccccc1 (stereo unspecified)	1749	1962
CSc1snnc1-c1ccccc1	1526	1670
COc1ccc(C(CC(=O)Nc2cc([N+](=O)[O-])ccc2OC)c2ccccc2)cc1 (stereo unspecified)	1637	1743
CCN(CC)CCN(C(=O)CN1C(=O)CCC1=O)c1nc2cc3c(cc2s1)OCO3	1547	1947
O=C(Nc1nc2ccccc2[nH]1)c1ccc([N+](=O)[O-])cc1	1510	1903
O=C(O)C1CCCCC1C(=O)NCc1ccc(Cl)c(Cl)c1 (stereo unspecified)	1522	1446
COc1ccccc1NC(=S)NCc1ccc2c(c1)cc(C)n2C	1827	1719

Random excerpt: 4 entries already listed, in no set order.
SMILES	SRC3 TRFRET art	SRC1 TRFRET art
COc1cc(CNCc2ccccc2)c(Br)cc1OC1CCCC1	1529	1531
CC(=O)C1C(=O)C=C(c2cccs2)CC1c1ccccc1 (stereo unspecified)	1749	1962
CCN(CC)CCN(C(=O)CN1C(=O)CCC1=O)c1nc2cc3c(cc2s1)OCO3	1547	1947
O=C(Nc1nc2ccccc2[nH]1)c1ccc([N+](=O)[O-])cc1	1510	1903

(list continues)
SMILES	SRC3 TRFRET art	SRC1 TRFRET art
CCOC(=O)c1cnc2c(cnn2C)c1Oc1ccc(OC)cc1	1726	1888
CN1C2=CC=CC=CC2=[N+](C)C12C=CC(=[N+]([O-])[O-])C=C2[N+](=O)[O-] (stereo unspecified)	1577	1715
N#CC1=C(S)N(c2ccc(F)cc2)C(c2ccco2)NC1=O (stereo unspecified)	1527	1947
COc1ccc(CN2CCNC(=O)C2CC(=O)N2CCCO2)c(OC)c1 (stereo unspecified)	1597	1951
Cc1ccc(NC(=O)CN(C)CC(=O)Nc2ccc(N3CCOCC3)cc2)cc1F	1542	1685
COc1ccc(NC(=O)C(c2cc3c(cc2[N+](=O)[O-])OCO3)N(C)c2ccccc2)cc1 (stereo unspecified)	1460	1937
Cc1cc(/C=C2\SC(=Nc3ccc(N4CCOCC4)cc3)N(C)C2=O)c(C)n1-c1cccnc1	1542	1494
O=C(NCC(=O)N(c1ccccc1F)C(C(=O)NC1CCCC1)c1ccco1)c1ccco1 (stereo unspecified)	1442	1908
CCCCC(=O)Nc1ccccc1N1CCOCC1	1635	1909
COc1ccccc1N=c1c2c([N+](=O)[O-])cc([N+](=O)[O-])cc2n(O)n1-c1ccccc1OC	1353	1653
CC(C)CNC(=O)c1cccc(NC(=O)Cc2ccc(Cl)cc2)c1	1598	1591
COc1ccc(NC(=O)c2cc(S(=O)(=O)NCC3COc4ccccc4O3)ccc2F)cc1 (stereo unspecified)	1785	2079
O=C(CSc1nnc(-c2ccccc2)n1-c1ccc(Cl)cc1)NNC(=S)Nc1ccccc1	1761	1869
CCN(CC)CCOc1ccccc1C(C)=O	1549	1903
Cc1cccc(N2C(=O)/C(=C\c3ccc(OC(F)F)cc3)c3ccccc3C2=O)c1	1505	1851
COc1cc(/C=C2\SC(=S)N(CC(=O)Nc3ccc(O)cc3)C2=O)cc(OC)c1OC	1658	2022
c1ccc(Oc2cccc(OCCCCN3CCCC3)c2)cc1	1576	2146
CCOc1ccc(C(CC(=O)O)NC(=O)CCCOc2ccc(Cl)cc2C)cc1 (stereo unspecified)	1552	1854
CCN(CC)c1ccc(C(=O)NC(=S)Nc2cc(S(=O)(=O)N3CCOCC3)ccc2-n2cncn2)cc1	1778	2110
COCCNC(=O)c1cc(C(=O)CC(C)C)c[nH]1	1529	1899
COc1ccc(NC(=O)N2CCN(S(C)(=O)=O)CC2)cc1OC	1573	1884
CC(C)NC(=O)CSc1nc(-c2ccccc2)cs1	1718	1811
COc1ccc(CC2(CO)CCN(Cc3c(C)nn(C(C)C)c3C)CC2)cc1	1511	1481
CCCNC(=O)Cn1nc(C(F)(F)F)c2c1CCC2	1570	1712
CC(=O)Nc1ccc(C(=S)NCC2(N(C)C)CCCCC2)cc1	1673	2236
COc1ccc(CCNC(=O)CSc2ccsc2[N+](=O)[O-])cc1OC	1623	1962
CCOc1ccc2nc(NC(=O)Nc3cccs3)sc2c1	1626	1808
CC(C)(C)S(=O)(=O)/C(C#N)=N/Nc1ccc(C#N)cc1	1451	1583
O=C(c1ccccc1)c1n[nH]c(-c2ccccc2)cc1=O	1426	1492
CCOC(=O)c1ccccc1NC(=O)Cn1c(=O)n(Cc2ccccc2)c(=O)c2c(C)c(C)sc21	1600	1813
Clc1ccc(CNc2ccccn2)cc1	1510	1648
CCCNC(=S)N1CC2(C)CN(C(=O)C(=O)OCC)CC(C)(C1)C2=O	1581	1829
Cc1ccc(S(=O)(=O)NCCC(c2ccccc2)c2ccco2)cc1 (stereo unspecified)	1519	1774
C=CCOc1cccc(C(=O)NC(c2ccccc2)C(C)C)c1 (stereo unspecified)	1724	1738
Cc1ccc(Cn2nnc3c(=O)n(Cc4ccccc4C)cnc32)cc1	1630	1961
CC1=NOC2(C1)N(C)c1ccccc1C2(C)C (stereo unspecified)	1466	1799
Cc1cc(-c2nn(C)c(=O)c3ccccc23)ccc1CNC(=O)NC1CCCCC1	1398	1708
N/C(Cn1cncn1)=N\NC(=O)C(=O)Nc1ccccc1	1429	1913
Cc1cc(C(C)(C)C)cc(C)c1Cn1c2[n+](c3ccc(C(F)(F)F)cc31)CCCCC2	1468	1669
COc1ccc(C(CNC(=O)c2ccc(S(=O)(=O)N(C)C)cc2)N2CCCC2)cc1 (stereo unspecified)	1359	1748
O=C1C2C3C=CC(C2C(=O)N1c1ccccc1O)C1C2C(=O)N(c4ccccc4O)C(=O)C2C31 (stereo unspecified)	1680	1750
c1ccc(-c2ccc(SCc3cccnc3)nn2)nc1	1664	1940
Cc1ccc(C(=O)Nc2ccc3c4c(cccc24)CC3)cc1[N+](=O)[O-]	1532	1792
COc1ccc(CCNC(=O)/C=C/c2cc(OC)c(OC)c(OC)c2)cc1OC	1673	1983
Cc1ccc(N2C(=O)CCC2(C(N)=O)c2ccccc2)cc1 (stereo unspecified)	1598	1905
O=C(O)CC1=C(Nc2ccccc2)C(=O)N(c2ccccc2)C1c1ccc(F)cc1 (stereo unspecified)	1660	1659
COc1ccc(OC)c2sc(N(CCN(C)C)C(=O)c3cc(Cl)sc3Cl)nc12	1715	1890
CCOC(=O)c1cc2c(ccn2-c2ccc(F)cc2)n1CC(=O)N(CC)CC	1360	1865
CCNc1nnc(CCn2nc(C)c(Br)c2C)s1	1593	1799
COc1ccc(C(=O)CSc2n[nH]c(-c3ccncc3)n2)cc1[N+](=O)[O-]	1662	2043

Later entries
SMILES	SRC3 TRFRET art	SRC1 TRFRET art
COc1cccc(C(C(=O)NC(C)(C)C)N(CC(C)C)C(=O)CCC(=O)Nc2cc(C)on2)c1OC (stereo unspecified)	1520	1764
COc1ccc(-c2cc(C(F)F)n3ncc(C(=O)N4CCc5ccccc5C4)c3n2)cc1	1743	1796
COC(=O)C/C=C/[C@@H](C)[C@@H](/C=N/OCC[C@@H]1C=C[C@H](OC(C)=O)[C@@H](COC(C)=O)O1)NS(=O)(=O)c1ccc(C)cc1	1403	1536
COc1ccc(N(CC(=O)NCc2ccc(C)cc2)S(=O)(=O)c2ccccc2[N+](=O)[O-])c(OC)c1	1613	1719
Cc1ccccc1-n1c(C)nnc1SCC(=O)NC1CCCc2ccccc21 (stereo unspecified)	1690	1954
C/C(=N/NC(=O)c1ccoc1C)c1ccc(NC(=O)c2ccncc2)cc1	1304	1485
N/C(=N\OC(=O)N1c2ccccc2Sc2ccccc21)c1ccc(Br)cc1	1175	1947
NC(=O)COC(=O)/C=C/c1cccc(Br)c1	1633	1758
O=C1N(Cc2cccc(Cl)c2)C[C@@H]2C[C@@H](c3cccn3-c3cccnc3)N3CCC[C@@]123	1619	1878
COc1ccccc1-n1c(C)c2c(OC)cccc(=O)c2c1C	1659	1526
Cc1ccc(CNC(=O)CSc2ccc(-c3ccccn3)nn2)cc1	1673	1699
CCOc1cc(C(=O)NC)cc(Br)c1OCc1ccccc1	1646	1757
COc1ccc(-c2cc(C(F)(F)F)nc(SCC(=O)N(C)Cc3cnn(C)c3C)n2)cc1OC	1558	1790
Cc1nc2ccc(C(=O)O)cc2nc1C	1472	1638
CN(C)S(=O)(=O)c1cccc(NC(=O)CSc2nc3ccccc3n2-c2ccccc2)c1	1630	2072
CCN(CC)c1nc2cc(C)ccc2cc1/C=C(\C#N)C(N)=O	1587	1912
NC(=O)[C@H](Cc1cc2ccccc2s1)NC(=O)[C@@H]1CC2(CC(c3cccc(NC(=O)[C@@H]4CCC(=O)N4)c3)=NO2)CN1C(=O)/C=C/Sc1ccccc1 (stereo partly specified)	1569	1766

Gathered by group: the entries above containing an NH in an aromatic ring
SMILES	SRC3 TRFRET art	SRC1 TRFRET art
Cc1nn(CC(C)C)c(=S)[nH]c1=O	1686	1996
Cc1cccc(C)c1OCc1n[nH]c(=S)n1N	1459	1688
CCc1ccc(NS(=O)(=O)c2ccc3[nH]cc(C(=O)N4CCc5ccccc54)c(=O)c3c2)cc1	1559	1792
CC(=O)c1c(-c2ccc(Cl)cc2)c2ccccc2[nH]c1=O	1743	1580
O=C(Nc1nc2ccccc2[nH]1)c1ccc([N+](=O)[O-])cc1	1510	1903
COCCNC(=O)c1cc(C(=O)CC(C)C)c[nH]1	1529	1899
O=C(c1ccccc1)c1n[nH]c(-c2ccccc2)cc1=O	1426	1492
COc1ccc(C(=O)CSc2n[nH]c(-c3ccncc3)n2)cc1[N+](=O)[O-]	1662	2043

Assay outcomes as filed in PubChem BioAssay.
